Bioassay records from PubChem BioAssay.
ABHD5 PLIN5 PPI: ABHD5-PLIN5 interaction inhibitors, primary screen, cell lysate, split luciferase complementation, luminescence; AID 602281, 2012; Perilipin-5 (Homo sapiens) + 1-acylglycerol-3-phosphate O-acyltransferase ABHD5 (Homo …; inhibition, % at 4 µM; Split G. princeps luciferase complementation, 4 h; hit rate 0.78% among 360,000;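 active means inhibition above the mean inhibition across every tested compound plus 3 SD, cut at about 22% in these data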;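 further: 0% = DMSO only wells and the 100% control is not disclosed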
NCOA2 inhibitor: inhibition of GAL4-SRC2 driven luciferase reporter, primary screen, SRC2 inhibitor project, cell-based, luminescence. HEK293 GAL4-SRC2 luciferase reporter. hit rate 0.17% among 370,000. Nuclear receptor coactivator 2 (Homo sapiens), Q15596. inhibition, % at 9 µM. AID 651957, 2012;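 active means inhibition above the mean inhibition of all tested compounds plus 3 SD, set per campaign, cut at about 52% in these data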;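 further: 0% = DMSO treated cells and 100% = cells given Gossypol at 36 µM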
COUP-TFII inh: NR2F2 transcriptional activity inhibitors, primary screen, cell-based, luciferase reporter, HEK293T, luminescence | AID 686940, 2013 | inhibition, % at 8.6 µM | hit rate 0.7% among 370,000 | COUP transcription factor 2 (Homo sapiens), P24468 | HEK293T NGFI-A luciferase reporter;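 active means inhibition above a per-plate cutoff, mean inhibition of test wells between control levels plus 3 SD, cut at about 38% in these data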;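 further: cells cotransfected with COUP-TFII expression vector driving the NGFI-A reporter; 0% = median of COUP-TF2 test wells and 100% = reporter-only cells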
SRC3 inh: SRC3 coactivator transcriptional activity inhibitors, primary screen, cell-based, luminescence; hit rate 0.17% among 360,000; Nuclear receptor coactivator 3 (Homo sapiens), Q9Y6Q9; HEK293 GAL4-SRC3 luciferase reporter; inhibition, % at 3.6 µM; AID 588352, 2011;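 active means inhibition above a per-campaign cutoff, the mean of all compounds plus 3 SD, cut at about 60% in these data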;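 further: 0% = DMSO-treated cells and 100% = gossypol-treated cells at 36 µM; higher means less SRC3-driven luciferase light from the GAL4 reporter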
TROY signal inh: inhibitors of TROY-driven NF-kB signaling, primary screen, Q293 LMP1-TROYcd cells, NF-kB luciferase, uHTS; Q293 LMP1-TROYcd NF-kB luciferase reporter, 4 h; inhibition, % at 10 µM; hit rate 0.98% among 360,000; AID 1347056, 2019;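 active means compounds whose plate-normalised and pattern-corrected inhibition of the luciferase reporter signal at the single screening dose is 50% or more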
TWEAK-Fn14 inh: inhibitors of TWEAK-Fn14 signaling, primary screen, luciferase reporter cells, uHTS; TWEAK-stimulated Fn14 reporter cells, luciferase luminescence, 8 h; inhibition, % at 10 µM; AID 1159606, 2016; hit rate 2% among 360,000; in the data active means inhibition above about 50%
TLR9-MyD88 block: inhibitors of TLR9-MyD88 association in cells, primary screen, cell-based, CHO, BLA complementation, fluorescence; Toll-like receptor 9 (Homo sapiens) + Myeloid differentiation primary response protein …; CCF4 FRET ratio; inhibition, % at 4.98 µM; hit rate 0.21% among 340,000; AID 504734, 2011;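 active means inhibition above the mean over all tested compounds plus 3 SD, cut at about 21% in these data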;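 further: 0% = DMSO only wells and 100% = clavulanate BLA inhibitor control wells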
Granule exo inh: LAMP-1 surface exposure blockers, TALL-104 cells – cell-based, flow cytometry, MLPCN library, primary screen; TALL-104 LAMP-1 surface exposure; cells stimulated with thapsigargin and PMA; inhibition, % at 10 µM; hit rate 0.66% among 360,000; AID 651702, 2012;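 active means inhibition above about 55%, limit read from the data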
SRC1 inh: SRC1 coactivator transcriptional activity inhibitors, primary screen, cell-based, luminescence. Nuclear receptor coactivator 1 (Homo sapiens), Q15788. HEK293 GAL4-SRC1 luciferase reporter. inhibition, % at 3.6 µM. hit rate 0.12% among 360,000. AID 588354, 2011;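 active means inhibition above the campaign mean plus 3 SD, with each screening campaign given its own cutoff, cut at about 60% in these data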;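 further: 0% = DMSO treated cells and 100% = gossypol at 36 µM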
NOD2 RIPK2 PPI: NOD2-RIPK2 binding disruptors in cells, primary screen, fluorescence, CHO cells, BLA complementation | Receptor-interacting serine/threonine-protein kinase 2 (Homo sapiens), O43353 | CCF4 ratio | inhibition, % at 4.98 µM | hit rate 0.38% among 360,000 | AID 624267, 2012; in the data active means inhibition above about 21%;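 further: 0% = vehicle only and 100% = reference blocker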
Target sequence (O43353 whole entry, looked up): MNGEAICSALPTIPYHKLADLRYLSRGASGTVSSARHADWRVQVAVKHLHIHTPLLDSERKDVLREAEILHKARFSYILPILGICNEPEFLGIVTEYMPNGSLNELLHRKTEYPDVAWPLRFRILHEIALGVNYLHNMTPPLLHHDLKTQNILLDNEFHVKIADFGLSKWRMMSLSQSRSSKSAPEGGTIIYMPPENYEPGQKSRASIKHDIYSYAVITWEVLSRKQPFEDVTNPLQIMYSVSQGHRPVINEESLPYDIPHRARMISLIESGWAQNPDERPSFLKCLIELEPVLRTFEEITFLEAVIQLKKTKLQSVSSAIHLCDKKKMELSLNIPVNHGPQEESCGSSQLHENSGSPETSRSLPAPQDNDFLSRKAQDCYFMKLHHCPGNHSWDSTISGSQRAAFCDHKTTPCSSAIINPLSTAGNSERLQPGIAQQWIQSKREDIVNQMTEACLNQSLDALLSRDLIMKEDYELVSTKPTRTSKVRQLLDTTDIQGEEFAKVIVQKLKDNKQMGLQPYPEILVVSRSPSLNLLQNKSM
NR5A2 inv ag: LRH-1 (NR5A2) inverse agonists, primary screen, cell-based, luminescence, HEK293T, StAR-luciferase reporter; Nuclear receptor subfamily 5 group A member 2 (Homo sapiens), O00482; LRH-1 transfected, 24 h; inhibition, % at 3.6 µM; hit rate 0.13% among 360,000;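 active means inhibition above the mean inhibition of all tested compounds plus 3 SD, cut at about 73% in these data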;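 further: 0% = DMSO wells and 100% = reporter-only cells lacking LRH-1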
Target sequence (O00482 whole entry, looked up): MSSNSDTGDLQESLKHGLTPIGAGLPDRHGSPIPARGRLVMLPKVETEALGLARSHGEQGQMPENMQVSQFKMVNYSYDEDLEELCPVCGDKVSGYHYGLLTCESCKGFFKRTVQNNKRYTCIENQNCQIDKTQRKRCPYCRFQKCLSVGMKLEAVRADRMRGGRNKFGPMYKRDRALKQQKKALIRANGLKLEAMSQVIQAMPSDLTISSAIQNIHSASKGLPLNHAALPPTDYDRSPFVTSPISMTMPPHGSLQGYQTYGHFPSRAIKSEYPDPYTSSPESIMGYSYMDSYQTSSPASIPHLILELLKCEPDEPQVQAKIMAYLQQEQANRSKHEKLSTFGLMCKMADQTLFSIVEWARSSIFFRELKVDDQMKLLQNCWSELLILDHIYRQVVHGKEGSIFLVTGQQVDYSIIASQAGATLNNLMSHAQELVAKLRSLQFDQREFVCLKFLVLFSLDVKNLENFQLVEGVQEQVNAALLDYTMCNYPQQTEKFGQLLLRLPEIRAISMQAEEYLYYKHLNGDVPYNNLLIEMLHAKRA
Numbers without * were called inactive; . = no result given.

SMILES	ABHD5 PLIN5 PPI	NCOA2 inhibitor	COUP-TFII inh	SRC3 inh	TROY signal inh	TWEAK-Fn14 inh	TLR9-MyD88 block	Granule exo inh	SRC1 inh	NOD2 RIPK2 PPI	NR5A2 inv ag
CCc1ccc(NC(=O)CSc2nc3ncc(Br)cc3[nH]2)cc1	0	-20	1	4	21	1	1	26	-59	4	22
CC(=O)Nc1sc(C)c(C)c1C(=O)OCC(=O)N(CCC#N)c1cc(C)cc(C)c1	7	0	12	10	-1	-7	0	1	-65	5	7
Cc1c(-c2cccc(Cl)c2)nc2ccccc2c1C(=O)OCC(=O)N(C)C1CCS(=O)(=O)C1 (stereo not given)	10	8	11	2	1	-31	4	-1	3	-1	19
CS(=O)(=O)Nc1ccccc1C(=O)O	5	-6	-1	7	-8	0	7	4	-1	-14	7
COc1ccc(-c2csc(NC(=O)c3cccc(S(=O)(=O)N4CCN(C)CC4)c3)n2)cc1	7	-18	28	6	40	15	-4	-1	3	2	5
COc1ccc(C(=O)NCCOc2cccc(OC)c2)cc1	2	4	1	3	2	2	0	-2	0	5	10
COc1ccc(CC(=O)OCC(=O)N2CCN(S(=O)(=O)c3ccc(C)cc3C)CC2)cc1	-6	-2	5	0	6	-6	-7	5	-8	-7	23
COC(=O)[C@]1(C)N[C@H](CN(C)C(=O)Nc2ccc(Cl)cc2)[C@@H]2C(=O)N(Cc3ccccc3)C(=O)[C@@H]21	2	14	-9	-2	-15	4	1	3	2	-2	2
CC1CN(CC(=O)NN=C(c2ccccc2)c2ccccc2)CC(C)O1 (stereo not given)	3	-22	3	9	-15	7	-8	1	1	-1	-2
Cn1c(=O)c(Oc2ccc(F)cc2)c(O)c2ccccc21	-4	5	27	11	17	16	8	1	10	17	-1
CCCN1CCN(C(=O)Cn2ncc3ccccc32)CC1	6	-7	-2	19	-6	-15	-4	2	-5	11	-13
CC(C)NC(=O)c1ccccc1-c1ccccc1	-3	-24	12	-4	0	-5	4	0	-7	-11	8
CC(C)NC(=O)CSCc1c(F)cccc1Cl	5	-13	-17	-7	2	-17	0	-5	7	-3	12
CC(O)(CS(=O)(=O)Cc1ccccc1)C(=O)Nc1ccc(C(F)(F)F)cc1 (stereo not given)	-1	5	11	9	24	9	0	-2	-5	3	4
CN1CCN(c2ccccc2NC(=O)c2ccc(-c3ccc(Cl)cc3Cl)o2)CC1	6	4	-28	1	12	12	-3	8	-22	-3	18
COC(=O)CN(c1cccc(C)c1)S(=O)(=O)c1ccccc1	6	-1	-7	15	-18	-9	-8	-2	-1	-1	-12
O=C(COC(=O)/C=C/c1ccc(F)cc1)NC1CC1	-10	3	-34	-20	-13	7	14	-6	-19	-7	11
Clc1ccccc1-c1nnc(-c2ccccc2Cl)o1	4	-28	-50	-84	-42	-30	-4	4	-96	-1	-101
O=C1CCC([N+](=O)[O-])C(c2ccccc2C(F)(F)F)N1 (stereo not given)	5	-32	13	11	11	-3	4	-8	11	2	-3
Cc1ccc(NC(=O)COc2ccc(Br)cn2)cc1	2	-10	13	0	7	-13	-5	9	-10	-1	1
Cc1ccc(S(=O)(=O)/N=S(\C)C(C)C)cc1 (stereo not given)	2	-4	4	13	9	-3	-12	-4	2	5	17
COC(=O)CCCCCCCCCC[N+]1(C)CCCCC1	4	-22	4	11	12	1	-5	-2	4	-14	-4
CCOc1ccc(/C=N/Nc2ccc(Cl)nn2)c(O)c1	-6	-45	-6	-4	-42	-30	6	-10	-11	-10	-21
COC(=O)C1CCN(C(=O)COc2ccc(S(=O)(=O)N3CCOCC3)cc2Cl)CC1	7	-20	0	-8	-10	-8	2	12	5	-3	15
CCn1c(COc2ccccc2)nc2ccccc21	-3	-23	-16	0	-52	-24	1	0	-12	4	-26
COc1cc(/C=N/O)ccc1Oc1cnccn1	0	6	1	1	10	-3	-4	2	5	1	-4
O=C(CN1CCCC1)NCc1ccccc1	0	19	-32	-16	-1	13	12	-12	-12	-3	24
O=C(c1cc(Cl)nc2ccccc12)N1CCN(S(=O)(=O)c2ccccc2[N+](=O)[O-])CC1	8	-29	-7	-13	-27	10	2	0	9	6	-23
COc1ccc(N2C(=O)Cc3c2nc(N)c(C#N)c3N)cc1	10	8	17	10	4	6	-11	0	-2	1	26
CCc1ccc(C(=O)NNC(=O)c2cccc(S(=O)(=O)N3CCN(C)CC3)c2)cc1	0	-6	-6	20	-24	4	-2	2	-15	3	2
Cn1cc(C(=O)N/N=C/c2ccc([N+](=O)[O-])cc2)c2ccccc21	2	-4	4	7	0	-21	.	-2	14	5	-3
O=c1c2c3nc4ccccc4nc3n(/N=C/c3ccccn3)c2ncn1-c1ccccc1	0	-35	1	15	-30	-32	3	5	5	-2	13
CC1CN(C2CCCCC2)C(=S)N(c2ccccc2)C1=O (stereo not given)	9	-24	8	2	-1	12	-1	2	-11	-1	-9
CCOC(=O)c1c2c3c(cccc3[nH]c1=O)C(=O)c1ccccc1-2	1	4	5	6	-16	-20	-7	-2	0	0	2
C[C@H](CO)N1C[C@H](C)[C@@H](CN(C)Cc2ccc(-c3ccccc3)cc2)Oc2c(NC(=O)Nc3ccc(C(F)(F)F)cc3)cccc2C1=O	2	-16	-1	-19	9	17	-10	5	-10	-6	1
O=C(O)c1cccnc1SCc1ccccc1Cl	4	-12	-21	1	3	-6	1	-2	7	-8	-6

A different layout for part of the listing above:
Below each compound: ABHD5 PLIN5 PPI, NCOA2 inhibitor, COUP-TFII inh, SRC3 inh, TROY signal inh, TWEAK-Fn14 inh, TLR9-MyD88 block, Granule exo inh, SRC1 inh, NOD2 RIPK2 PPI, NR5A2 inv ag
Cc1ccc(NC(=O)COc2ccc(Br)cn2)cc1
  2, -10, 13, 0, 7, -13, -5, 9, -10, -1, 1
Cc1ccc(S(=O)(=O)/N=S(\C)C(C)C)cc1 (stereo not given)
  2, -4, 4, 13, 9, -3, -12, -4, 2, 5, 17
COC(=O)CCCCCCCCCC[N+]1(C)CCCCC1
  4, -22, 4, 11, 12, 1, -5, -2, 4, -14, -4
CCOc1ccc(/C=N/Nc2ccc(Cl)nn2)c(O)c1
  -6, -45, -6, -4, -42, -30, 6, -10, -11, -10, -21
COC(=O)C1CCN(C(=O)COc2ccc(S(=O)(=O)N3CCOCC3)cc2Cl)CC1
  7, -20, 0, -8, -10, -8, 2, 12, 5, -3, 15
CCn1c(COc2ccccc2)nc2ccccc21
  -3, -23, -16, 0, -52, -24, 1, 0, -12, 4, -26
COc1cc(/C=N/O)ccc1Oc1cnccn1
  0, 6, 1, 1, 10, -3, -4, 2, 5, 1, -4
O=C(CN1CCCC1)NCc1ccccc1
  0, 19, -32, -16, -1, 13, 12, -12, -12, -3, 24
O=C(c1cc(Cl)nc2ccccc12)N1CCN(S(=O)(=O)c2ccccc2[N+](=O)[O-])CC1
  8, -29, -7, -13, -27, 10, 2, 0, 9, 6, -23
COc1ccc(N2C(=O)Cc3c2nc(N)c(C#N)c3N)cc1
  10, 8, 17, 10, 4, 6, -11, 0, -2, 1, 26
CCc1ccc(C(=O)NNC(=O)c2cccc(S(=O)(=O)N3CCN(C)CC3)c2)cc1
  0, -6, -6, 20, -24, 4, -2, 2, -15, 3, 2
Cn1cc(C(=O)N/N=C/c2ccc([N+](=O)[O-])cc2)c2ccccc21
  2, -4, 4, 7, 0, -21, ., -2, 14, 5, -3
O=c1c2c3nc4ccccc4nc3n(/N=C/c3ccccn3)c2ncn1-c1ccccc1
  0, -35, 1, 15, -30, -32, 3, 5, 5, -2, 13
CC1CN(C2CCCCC2)C(=S)N(c2ccccc2)C1=O (stereo not given)
  9, -24, 8, 2, -1, 12, -1, 2, -11, -1, -9

Next section
SMILES	ABHD5 PLIN5 PPI	NCOA2 inhibitor	COUP-TFII inh	SRC3 inh	TROY signal inh	TWEAK-Fn14 inh	TLR9-MyD88 block	Granule exo inh	SRC1 inh	NOD2 RIPK2 PPI	NR5A2 inv ag
COC(=O)c1ccc(/C=N\NC(=O)c2ccc(C)cc2Cl)cc1	-1	-23	8	-4	-8	5	1	-6	-6	-4	5
CCOc1cc(/C=C2/NC(=O)N(Cc3ccccc3F)C2=O)ccc1O	-14	35	12	-38	4	49	-1	2	-22	2	-56
COCCNC(=O)C(C)N(c1ccc(Oc2ccccc2)cc1)S(C)(=O)=O (stereo not given)	-5	8	5	7	6	16	-8	10	-4	0	4
COc1ccc(OC2C(=O)N(c3ccc(F)cc3)C2c2ccc(OC)c(OC)c2)cc1 (stereo not given)	-3	-1	27	15	6	-14	-15	4	5	2	21
COc1ccccc1CNC(=O)CCc1c(C)nc2cc(-c3ccccc3OC)nn2c1C	0	-1	9	-12	-2	-5	9	-4	-26	-5	4
O=C(O)CC(NC(=S)NCc1ccccc1)C(=O)O (stereo not given)	0	-10	16	28	-11	11	4	-1	10	-10	9
COCC(C)NC(=O)c1cc(-c2cccc(OC)c2)on1 (stereo not given)	-5	-103	-23	-54	-32	-12	3	-3	-50	-9	-95
O=C(/C=C/c1ccccc1Cl)Nc1ccc(S(=O)(=O)Nc2ncccn2)cc1	4	12	9	12	-14	20	6	-1	9	-13	-28
CC1(C(=O)NS(=O)(=O)c2ccc(C#N)cc2)CCN1C(=O)CC1CCCC1 (stereo not given)	9	-1	-1	2	-5	2	.	0	6	-3	6
CCOC(CNCc1cc(C)c2[nH]c3ccccc3c2c1C)OCC	2	-1	19	1	-10	-2	13	0	3	-18	20
CCN(CC)C(=O)CNC(=S)N(CCCN1CCOCC1)Cc1cccs1	3	5	-8	20	7	-16	-20	-8	3	1	-5
COC(=O)c1cccc(CSc2nc(-c3ccccc3)c(C#N)c(=O)[nH]2)c1	5	-6	12	-3	31	14	7	-7	1	4	-12
O=C(CCSc1ccc(Br)cc1)c1ccc(O)cc1	1	-13	10	4	1	-19	1	-2	-1	5	-2
O=C(NCCc1ccccc1)c1ccc2c(c1)S(=O)(=O)c1ccccc1C2=O	-1	9	6	-3	-17	-14	9	-7	-6	1	-11

Only part of the results is shown (hit frequency here may not be typical).
